RXFP1 antag = antagonists of human relaxin receptor RXFP1; Q9HBX9; HEK293-RXFP1, relaxin-stimulated cAMP HTRF, 30 min; hits give low values; activity change, negative = inhibition, % at 57.5 µM; 0.59% of 350,000 active; AID 1259400;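 active = activity change of -60% or lower, but not beyond a set lower limit; inconclusive = change between -60% and -40%, or beyond the set limit; inactive = change above -40%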; note: % is set by controls: 0 for no effect and ±100 for the full control effect
D1 potentiator = human D1 dopamine receptor positive modulation. HEK293 TREx D1 cells, calcium flux, dopamine EC20 potentiation. 0.036% of 360,000 active. potentiation, % at 10 µM; in the data active = potentiation above about 30%; note: 0% is about no effect
Target sequence (P21728 whole entry, looked up): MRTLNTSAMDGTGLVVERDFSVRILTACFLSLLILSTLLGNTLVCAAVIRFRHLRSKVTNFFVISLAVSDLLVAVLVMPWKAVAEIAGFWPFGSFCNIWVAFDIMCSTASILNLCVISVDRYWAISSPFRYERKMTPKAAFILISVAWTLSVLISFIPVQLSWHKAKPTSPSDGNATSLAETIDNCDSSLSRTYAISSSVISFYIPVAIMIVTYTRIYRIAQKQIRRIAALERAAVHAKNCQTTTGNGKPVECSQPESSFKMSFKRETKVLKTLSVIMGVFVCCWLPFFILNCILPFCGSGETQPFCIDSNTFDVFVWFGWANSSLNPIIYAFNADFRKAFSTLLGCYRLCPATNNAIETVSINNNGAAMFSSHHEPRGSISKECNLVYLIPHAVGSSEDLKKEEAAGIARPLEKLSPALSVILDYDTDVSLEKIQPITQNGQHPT
RXFP1 ag = activates the human relaxin receptor RXFP1. HEK293T-RXFP1 cAMP TR-FRET, 30 min; response scale: percent of porcine relaxin response, buffer zero. Potency, µM (series often up to 57.5 µM), without a hit: top-dose activation, hits mostly activators. 0.3% of 370,000 active. AID 2676; note: potency is the fitted concentration of half-maximal effect; % is set by controls: 0 for no effect and ±100 for the full control effect; nearly all actives have a fitted effect of over 60% in size; many of its hits are not listed in these tables
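Agonist response is measured as cAMP accumulation in an RXFP1-transfected HEK293T line under PDE4 inhibition. Values are scaled between buffer-only and 29 nM porcine relaxin, and EC50s come from standard Hill equation fits.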
D1 ag = agonists of human D1 dopamine receptor | P21728 | 1% of 360,000 active | HEK293 T-REx D1 cells, calcium flux, agonist mode | activation, % at 2 µM; in the data active = activation above about 30%; note: 0% is about no effect
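Agonism was scored from calcium flux recorded over 180 s (1 read/s) after pintool compound addition, following a 10-cycle baseline. Cells were inducible force-coupled HEK293 TREx D1, plated overnight at 30 C and loaded with no-wash calcium dye.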
D1 antag = blocks dopamine activation of the human D1 receptor | P21728 | HEK293 TREx D1 cells, calcium flux, dopamine EC80; hits give low values | activity change, negative = inhibition, % at 10 µM | 3.2% of 360,000 active; in the data active = activity change below about -30%; note: % is set by controls: 0 for no effect and ±100 for the full control effect
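Tetracycline-induced HEK293 T-REx cells with force-coupled D1 receptor were loaded with a no-wash calcium dye. Compound was added after a 10 s baseline and read kinetically for 180 s; EC80 dopamine was then added and calcium flux followed another 180 s.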
Anesthetic bind = binds horse apoferritin like a general anesthetic | P02791 | apoferritin/1-aminoanthracene competitive binding, fluorescence | Potency, µM (series often up to 77.5 µM), for the others: at the highest dose activity change, negative = displacement, most hits filed as inhibitors | 0.074% of 350,000 active; note: potency is the fitted concentration of half-maximal effect; % is set by controls: 0 for no effect and ±100 for the full control effect; nearly all actives have a fitted effect of over 20% in size
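Horse-spleen apoferritin (10 uM) was mixed with 50% saturated 1-aminoanthracene in PBS, exposed to compounds for 10 min at room temperature, and read for fluorescence (ex 380 nm, em 535 nm). Competitive displacement was fitted with a four-parameter Hill equation.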
TRHR ag = activates the human TRH receptor | P34981 | TRHR cells, calcium flux fluo-8, FDSS agonist mode | activation, % at 2 µM | 0.18% of 360,000 active | AID 493084; in the data active = activation above about 30%; note: 0% is about no effect
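TRHR-expressing cells loaded with fluo-8 calcium dye; 23 nL library compound pin-transferred, kinetic FDSS fluorescence (Ex 480/Em 530) recorded about 180 s for agonist-induced calcium release, before a 10 nM TRH EC20 addition for potentiator mode.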
TRHR PAM = allosterically enhances the human TRH receptor; 0.66% of 360,000 active; enhancement, % at 2 µM; TRHR cells, fluo-8 calcium fluorescence, EC20 TRH enhancement; in the data active = enhancement above about 30%; note: 0% is about no effect
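Enhancer read-out: after compound pinning and an initial kinetic agonist-mode read, an EC20 of TRH (10 nM final) was injected and fluo-8 calcium signal (Ex 480/Em 530) followed at 1 s/cycle for 100 cycles in TRHR-expressing cells.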
D2 potentiator = positive allosteric modulators of human D2 dopamine receptor; potentiation, % at 10 µM; 0.34% of 340,000 active; HEK293 T-REx D2, calcium flux, EC20 dopamine potentiation; P14416;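 active = potentiation over 3 SD above the plate norm, cut at about 30% in these data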; note: 0% is about no effect
Target sequence (P14416 whole entry, looked up): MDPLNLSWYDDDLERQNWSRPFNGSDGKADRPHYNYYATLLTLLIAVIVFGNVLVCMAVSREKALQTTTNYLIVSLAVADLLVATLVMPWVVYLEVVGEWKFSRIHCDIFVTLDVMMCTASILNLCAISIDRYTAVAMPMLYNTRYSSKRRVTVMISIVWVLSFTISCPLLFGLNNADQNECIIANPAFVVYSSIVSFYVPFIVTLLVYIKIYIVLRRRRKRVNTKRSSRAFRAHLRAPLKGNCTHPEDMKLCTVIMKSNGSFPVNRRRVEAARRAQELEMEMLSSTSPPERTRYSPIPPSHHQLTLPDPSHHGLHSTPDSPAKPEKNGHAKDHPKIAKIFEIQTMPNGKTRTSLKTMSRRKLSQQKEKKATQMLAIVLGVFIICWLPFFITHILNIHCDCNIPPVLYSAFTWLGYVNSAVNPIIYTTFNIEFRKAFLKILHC
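Primary screen. Calcium kinetics in induced HEK293 T-REx D2 cells: compound pre-addition 180 s, EC20 dopamine, 180 s more.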
* hit, by the source's call; ? = inconclusive; / = not tested or not shown; & = joins results of further samples; [ ] = remark or other dose. Unless noted, calls come from the whole dose curve; as a rule, active = well fitted curve in the direction sought with a large enough effect; inconclusive = small, poorly fitted or top-dose-only effect, or another doubt; inactive = no such curve, though single readings can be large; an effect the other way counts as inactive or inconclusive. An excerpt; rates above refer to the full screens.

item	Structure	D2 potentiator	RXFP1 antag	D1 potentiator	D1 antag	Anesthetic bind	TRHR PAM	TRHR ag	D1 ag	RXFP1 ag
1	COc1ccccc1/C=C/C(=O)NCC(=O)N=Nc1c(O)[nH]c2ccccc12	-16	-10	2	2	-8%	0	0.2	4	0.8%
2	Cc1ccc(C)c(NS(=O)(=O)c2ccc(OCC(=O)NCc3ccccn3)cc2)c1	3	0	-1	0	-17%	6	0.2	1	1.6%
3	C=CCn1c(C)cc(C(=O)CSc2n[nH]c(N)n2)c1C	-4	-2	0	-3	-23%	-8	0.2	0	-1.0%
4	O=C(O)c1ccc2c(c1)C(=O)N([C@H](Cc1ccc([N+](=O)[O-])cc1)C(=O)O)C2=O	/	/	-4	-29	1%	4	0.3	3	2.1%
5	Cc1ccc(Cn2c(=N)n(CC(O)c3ccco3)c3ccccc32)cc1 (stereo not drawn)	-11	-14	-3	1	-24%	-1	-0.1	11	-0.7%
6	CCN(CC)c1ccc(NC(=O)OC)cc1	-2	-1	2	0	-23%	3	1.9	0	-1.6%
7	Cc1ccc(CN2COc3ccc4c(C)cc(=O)oc4c3C2)cc1	-3	/	-1	-10	/	0	0.2	1	14%
8	Nc1ccc(-n2nncc2-c2ccc(Cl)cc2)cc1	-5	-6	-2	/	-15%	11	0.6	0	0.0%
9	CCc1ccc(NC(=O)c2ccc(CNS(=O)(=O)c3ccc4c(c3)C(C)(C)C(=O)N4C)cc2)cc1	1	-3	-4	-4	-16%	-3	0.7	1	5.0%
10	Oc1ccc(N2CCN(C(=S)NCCc3ccccc3)CC2)cc1	-6	-7	-4	-14	-11%	-1	-0.6	-1	-2.2%
11	CC1Cc2ccccc2N1C(=O)CSc1nc2ccccc2n1CC(=O)N1CCOCC1 (stereo not drawn)	0	14	-5	-4	-5%	1	-0.2	2	-0.3%
12	O=C(Cn1cnc2sc3c(c2c1=O)CCCC3)NCC(=O)Nc1ccccc1F	7	7	9	7	-11%	-1	-0.9	1	14%
13	CCCNC(=O)C(=O)NCCC1=CCCCC1	2	2	9	0	?	1	0.3	2	0.6%
14	Cc1ccccc1CSCCNS(C)(=O)=O	-4	27	-2	-4	?	-3	0.1	3	-0.5%
15	CCc1nonc1NC(=O)COc1cc(C)c(Cl)c(C)c1	-9	7	0	-8	9%	-10	-0.1	1	1.3%
16	COc1ccc(Nc2nc(NCCN3CCOCC3)nc(Nc3ccc(OC)cc3)n2)cc1	9	-27	-8	-16	-4%	7	-0.7	0	-2.8%
17	S=c1[nH]nc(-c2cccc(Cl)c2)n1CCN1CCCCC1	-18	-18	-2	8	-15%	4	1.0	1	-2.0%
18	Cc1cc(C)n2nc(SCCOc3ccc(F)cc3)nc2n1	-5	2	7	0	-15%	-8	-0.6	1	-1.5%
19	CNC(=O)c1sccc1SCc1c(Cl)cccc1Cl	-7	-2	-2	0	?	9	-0.5	4	-0.1%
20	Cc1nnc(SCC2=C(C(=O)O)N3C(=O)[C@@H](NC(=O)Cn4cnnn4)[C@H]3SC2)s1	/	14	3	-19	-5%&4%	8	0.5	0	2.9%
21	COc1ccc(C)cc1NC(=O)CCCN1C(=O)C2CC=CCC2C1=O (stereo not drawn)	-2	4	-2	14	-10%	0	-0.9	2	0.1%
22	Cc1ccc2oc(=O)c(/C=C(\O)c3cccs3)nc2c1	6	-11	-3	-26	-8%	-5	2.1	3	3.9%
23	O=C(O)CC1S/C(=N\N=C2CCCCCC2)N(c2ccccc2)C1=O (stereo not drawn)	12	-5	-6	8	0%	1	0.4	2	3.9%
24	CCOC(=O)c1sc2cc([N+](=O)[O-])cc(SCCO)c2c1N	6	-3	-2	11	2%	14	6.5	18	-0.1%
25	CCC(=O)Nc1cc(-c2nnc(OC)c3ccccc23)ccc1N1CCOCC1	-1	6	2	-4	-11%	6	0.0	3	1.8%
26	CCOc1cccc(-c2cc(C(=O)Nc3ccon3)c3ccccc3n2)c1	6	-21	-2	-5	-13%	2	0.3	-2	1.4%
27	CCCCCCCc1nc2nc(C)c(Br)c(=O)n2[nH]1	0	-24	5	9	3%	5	0.3	1	2.5%
28	Cc1ccc(C2=NN3C(C(=O)c4ccccc4)Oc4ccccc4C3C2)cc1 (stereo not drawn)	13	-7	-9	-11	?	-1	0.9	4	2.3%
29	Cc1nc(NC(=O)CSc2nnc(-c3ccc4c(c3)OCO4)o2)c(Cl)cc1Cl	12	-8	-2	6	-7%	5	-0.8	3	0.4%
30	NS(=O)(=O)c1ccc(S(=O)(=O)N2CCCC2)cc1	-3	-4	-1	-6	-9%	-2	0.8	0	-1.5%
31	CCN1CCN(c2oc(-c3ccccc3C)nc2S(=O)(=O)c2ccccc2)CC1	-9	-32	-7	1	/	10	-1.1	10	1.1%
32	COc1ccc(C(Nc2ccc(S(=O)(=O)NCC3CCCO3)cc2)C(=O)NC(C)(C)C)cc1OC (stereo not drawn)	-4	-4	-1	-22	-3%	-3	-0.3	5	0.5%
33	Nc1nonc1-c1nc2ccccc2n1CC(=O)Nc1ccccc1	8	-3	-8	24	-4%	2	0.2	2	5.2%
34	Cc1csc(N2CCN(c3cc4nc(-c5ccncc5)[nH]c4cc3Cl)CC2)n1	8	/	-5	-13	-4%	0	0.1	1	3.3%
35	CCOc1ccc(S(=O)(=O)N(CC(=O)NN=C2CCN(C)CC2)c2ccc(C)cc2)cc1	-1	-6	0	-4	-6%	11	-0.2	3	0.4%
36	CCOc1cc(C(=O)Nc2cc(C)on2)cc(OCC)c1OCC	-12	9	4	-20	36%[activator]	-1	0.2	2	-0.4%
37	CCN1CCCC1CNC(=O)c1ccc(N2CCCC2=O)cc1 (stereo not drawn)	-9	9	-4	-17	-12%	-5	0.1	6	-0.5%
38	CCNc1c(NS(=O)(=O)c2ccc([N+](=O)[O-])cc2)c(=O)oc2ccccc12	/	1	0	1	12%	1	0.6	2	-0.5%
39	O=C(Nc1cccc(F)c1)c1cc(S(=O)(=O)N2CCC(C(=O)O)CC2)ccc1F	6	-5	-2	-26	-9%	1	-0.2	6	1.8%
40	CC1=NN(C(C#N)c2ccccc2C)C(C)(C)C1 (stereo not drawn)	-2	1	0	-14	-4%	3	0.5	2	0.1%
41	COc1ccc(-c2c3c(=O)n(C)c(=O)n(C)c3c3n2-c2ccccc2NC3c2ccc(O)cc2O)cc1 (stereo not drawn)	-5	-22	-1	0	-4%	1	-0.2	1	-3.6%
42	O=C(Nc1cccc2cccnc12)c1cccc([N+](=O)[O-])c1	4	10	-2	0	-16%	2	-0.1	-1	1.1%
43	Cc1ccc(S(=O)(=O)N2CCC(=O)N(CCOCc3cccc(Cl)c3)CC2)cc1	4	/	-5	9	-5%	5	-0.1	-2	1.7%
44	COc1cc(C(=O)NC(=S)Nc2ccc3c(c2)OCO3)cc(OC)c1OC	3	17	-5	-35*	0%	3	0.0	0	0.3%
45	O=C(CSc1nnc(-c2ccccc2)o1)Nc1ccccc1F	-2	14	/	-3	-12%	-4	-0.9	12	-0.5%
46	O=C(C1CC(=O)N(C2CCCC2)C1)N1CCN(c2ccccc2F)CC1 (stereo not drawn)	-4	/	/	11	0%	-2	0.1	5	0.9%
47	Cc1ccc(C(=O)CCC(=O)Nc2ncccc2O)cc1	7	16	-2	5	/	-1	0.0	5	-0.9%
48	COc1ccc(S(=O)(=O)Cc2ccc(C(=O)NCc3ccc(F)cc3)o2)cc1	-9	/	-3	-3	-11%	-1	-0.1	11	-0.3%
49	CCc1noc(C)c1C(=O)Nc1nnc(C(CC)CC)s1	-4	3	0	0	/	-1	0.5	2	-0.4%
50	COCCn1c(SCc2nnc(-c3ccccc3)o2)nc2sc3c(c2c1=O)CCC3	21	-5	-2	6	-16%	2	-0.2	0	1.5%
51	O=C(Cn1cc(C(=O)c2ccco2)c2ccccc21)NC1CC1	-4	18	-3	-13	-3%	2	0.5	3	2.8%

Compound profiles (already shown). Order of screens: D2 potentiator	RXFP1 antag	D1 potentiator	D1 antag	Anesthetic bind	TRHR PAM	TRHR ag	D1 ag	RXFP1 ag
CCc1noc(C)c1C(=O)Nc1nnc(C(CC)CC)s1 reads -4	3	0	0	/	-1	0.5	2	-0.4%
COCCn1c(SCc2nnc(-c3ccccc3)o2)nc2sc3c(c2c1=O)CCC3 reads 21	-5	-2	6	-16%	2	-0.2	0	1.5%

5 records picked at random from the list so far, as already listed:
item	Structure	D2 potentiator	RXFP1 antag	D1 potentiator	D1 antag	Anesthetic bind	TRHR PAM	TRHR ag	D1 ag	RXFP1 ag
48	COc1ccc(S(=O)(=O)Cc2ccc(C(=O)NCc3ccc(F)cc3)o2)cc1	-9	/	-3	-3	-11%	-1	-0.1	11	-0.3%
51	O=C(Cn1cc(C(=O)c2ccco2)c2ccccc21)NC1CC1	-4	18	-3	-13	-3%	2	0.5	3	2.8%
50	COCCn1c(SCc2nnc(-c3ccccc3)o2)nc2sc3c(c2c1=O)CCC3	21	-5	-2	6	-16%	2	-0.2	0	1.5%
47	Cc1ccc(C(=O)CCC(=O)Nc2ncccc2O)cc1	7	16	-2	5	/	-1	0.0	5	-0.9%
46	O=C(C1CC(=O)N(C2CCCC2)C1)N1CCN(c2ccccc2F)CC1 (stereo not drawn)	-4	/	/	11	0%	-2	0.1	5	0.9%
